LYP inhibition = inhibitors of LYP phosphatase, biochemical, fluorescence intensity, uHTS (AID 1779). Tyrosine-protein phosphatase non-receptor type 22 (Homo sapiens). recombinant LYP phosphatase, fluorescence intensity; higher % means a stronger effect. one-dose inhibition, % at 11.5 µM; IC50 in µM for titrated hits. hit rate 0.054% among 290,000; in the data active means inhibition above about 50%;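 further: plate controls were vehicle with enzyme for no effect and no enzyme for full effect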
GPR35 antagonists = GPR35 antagonists blocking zaprinast-driven arrestin recruitment, primary screen, imaging, U2OS, beta-arrestin-GFP, zaprinast agonist (AID 2058); one-dose inhibition, % at 10 µM; IC50 in µM for titrated hits; U2OS GPR35 beta-arrestin-GFP translocation imaging, zaprinast antagonism; higher % means a stronger effect; hit rate 0.052% among 290,000; G-protein coupled receptor 35 (Homo sapiens);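 active means inhibition of at least 50% with at least 30 cells and total cytoplasm GFP at most 10,000,000; inconclusive means under 30 cells or total GFP of 10,000,000 plus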
NTR1 ag = agonists of NTR1, primary screen, imaging, U2OS cells, beta-arrestin-GFP, high content (AID 493036); NTR1-U2OS beta-arrestin-GFP spot imaging, agonist mode; Neurotensin receptor type 1 (Homo sapiens), P30989; hit rate 0.17% among 330,000; activation, % at 20 µM;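 active means activation at or above 40% of the spot to cytoplasm intensity ratio, with at least 20 cells analyzed; inconclusive means wells under 20 cells, flagged as cytotoxic or low count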;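 further: 0% = DMSO without peptide and 100% = 100 nM NTR1 peptide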
Target sequence (P30989 whole entry, looked up): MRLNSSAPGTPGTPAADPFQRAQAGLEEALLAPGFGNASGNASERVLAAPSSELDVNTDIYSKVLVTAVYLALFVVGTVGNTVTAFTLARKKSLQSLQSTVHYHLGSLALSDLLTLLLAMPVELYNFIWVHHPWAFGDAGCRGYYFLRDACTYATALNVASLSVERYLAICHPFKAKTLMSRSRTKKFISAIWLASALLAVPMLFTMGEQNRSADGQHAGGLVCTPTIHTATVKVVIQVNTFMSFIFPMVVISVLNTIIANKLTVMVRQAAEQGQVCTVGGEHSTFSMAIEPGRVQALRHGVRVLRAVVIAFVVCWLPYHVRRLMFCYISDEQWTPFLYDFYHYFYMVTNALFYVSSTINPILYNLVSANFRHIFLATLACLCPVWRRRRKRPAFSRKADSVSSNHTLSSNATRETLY
MgcRacGAP inhibition = MgcRacGAP GTPase-activating activity inhibitors, confirmation, biochemical, ADP Hunter fluorescence; Rac GTPase-activating protein 1 (Homo sapiens); MgcRacGAP-stimulated Rac1 GTP hydrolysis, ADP Hunter fluorescence; higher % means a stronger effect; GST-tagged Rac1 F28L mutant substrate; inhibition, % at 30 µM, or IC50 in µM where a hit was titrated; hit rate 0.6% among 340,000; AID 624330, 2012;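 active means first-screen hits whose inhibition reached a set limit at any dose in the follow-up dose series; inconclusive means inhibition above the set first-screen limit but never retested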;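 further: fluorescence reports GDP produced by GAP-driven GTP hydrolysis; strong numbers were not always called active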
Siah-1 displacement = Siah-1 peptide-binding antagonists, primary screen, biochemical, fluorescence polarization, rhodamine-plectin, uHTS (AID 1817). E3 ubiquitin-protein ligase SIAH1 (Homo sapiens). Siah-1 / rhodamine-plectin peptide fluorescence polarization; higher % means a stronger effect. displacement, % at 20 µM; hits with a dose series show IC50 in µM. hit rate 0.02% among 290,000;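 active means displacement of at least 50% at 20 µM, with a fluorescence ratio check between 0.3 and a set limit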;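 further: plate controls were Siah plus tracer with DMSO for no effect and tracer alone without Siah for full effect; strong numbers were not always called active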
HIV peptide binding = inhibitors of HIV fusion peptide binding, primary screen, biochemical, uHTS, fluorescence dequenching (AID 1986). cell-free peptide binding, fluorescence dequenching, 30 min; higher % means a stronger effect. inhibition, % at 20 µM; hits with a dose series show IC50 in µM. hit rate 0.3% among 290,000; in the data active means inhibition mostly above about 52%, no sharp cut-off; inactive means mostly below about 76%; further: some results filed as inactive read as strong as hits
PhoP inhibition = inhibitors of PhoP regulon expression, primary screen, Salmonella Typhimurium, GFP reporter (AID 1863); S. Typhimurium PhoP-regulated promoter GFP reporter, 4 h; higher % means a stronger effect; one-dose inhibition, % at 50 µM; IC50 in µM for titrated hits; hit rate 0.16% among 300,000;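 active means inhibition over 29.93%, a cutoff 3 SD above the screen mean, later confirmed by dose response; inconclusive means inhibition over 29.93% but no dose response follow-up; inactive means inhibition at most 29.93% or unconfirmed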;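 further: 0% = low Mg2+ inducing control and 100% = high Mg2+ repressing control; strong numbers were not always called active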
GPR55 LPI antagonism = GPR55 antagonists blocking LPI-driven arrestin recruitment, primary screen, imaging, U2OS, beta-arrestin-GFP, LPI agonist (AID 2013); inhibition, % at 10 µM; hits with a dose series show IC50 in µM; U2OS GPR55 beta-arrestin-GFP translocation imaging, LPI antagonism; higher % means a stronger effect; hit rate 0.13% among 290,000;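 active means spots per cell inhibited over 60%, with over 100 cells counted and total cytoplasm intensity under 500,000; inconclusive means wells with under 100 cells, flagged as likely toxic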;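 further: U2OS cells stably carrying GPR55 and arrestin-GFP stimulated by 5 µM LPI near EC80; imaged beta-arrestin-GFP aggregate spots per cell after agonist stimulation; plate controls were LPI-stimulated DMSO wells for no effect and DMSO wells without LPI for full effect; some results filed as inactive read as strong as hits; confirmed hits need IC50 under 10 µM and bright autofluorescent wells are also inconclusive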
Myeloid diff MLP = induction of myeloid progenitor differentiation, primary screen, cell-based, flow cytometry, MLPCN library; ER-HoxA9 myeloid progenitors, lysozyme-GFP differentiation; calls only at 10 µM; hit rate 1% among 360,000;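 active means normalized GFP-positive differentiation at or above the plate's own cutoff, the solvent-only control mean plus 3 SD; inconclusive means no clear call, values can overlap the other calls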;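 further: cells exposed to compound for four days before flow analysis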
NTR1 ag cell count 20 µM = second read-out of NTR1 ag, no call of its own (marks repeat the call); cell count; measured here: cell count, cytotoxicity flag
Myeloid diff MLP GFP+ MAC1+ % = also measured in Myeloid diff MLP; calls as there; GFP+ MAC1+ double positive, %; measured here: differentiation confirmed by MAC1 staining
Numbers without * were called inactive; & = joins results of further samples. Rows were taken by chance (roughly 2.4% active in at least one column).

Screening CCc1nc2c(sc3nc4c(cc32)COC(C)(C)C4)c(=O)n1Cc1ccco1 returned LYP inhibition 16%, GPR35 antagonists 1%, NTR1 ag 1.7, MgcRacGAP inhibition 0%, Siah-1 displacement 2%, HIV peptide binding 14%, PhoP inhibition -10%, GPR55 LPI antagonism 14%, Myeloid diff MLP inactive, NTR1 ag cell count 20 µM 38 and Myeloid diff MLP GFP+ MAC1+ % 2.0.
CCCc1nc2nc(C)c(NS(=O)(=O)c3ccc(F)cc3)c(=O)n2[nH]1 was read as LYP inhibition -5%, GPR35 antagonists 0%, NTR1 ag -0.4, MgcRacGAP inhibition -1%, Siah-1 displacement 6%, HIV peptide binding -1.0%, PhoP inhibition 5%, GPR55 LPI antagonism -4%, Myeloid diff MLP inactive, NTR1 ag cell count 20 µM 54 and Myeloid diff MLP GFP+ MAC1+ % 0.2.
For CCCc1nc(NCCCOCC)c2nnn(Cc3ccccc3)c2n1 the results were LYP inhibition -6%, GPR35 antagonists -8%, NTR1 ag 2.2, MgcRacGAP inhibition 5%, Siah-1 displacement 2%, HIV peptide binding -1.1%, PhoP inhibition -5%, GPR55 LPI antagonism -4%, Myeloid diff MLP inactive, NTR1 ag cell count 20 µM 54 and Myeloid diff MLP GFP+ MAC1+ % 1.2.
CCCN(CCC)CCCOC(=O)c1ccc(Cl)cc1Cl was read as LYP inhibition -4%, GPR35 antagonists 6%, NTR1 ag 0.3, MgcRacGAP inhibition 1%, Siah-1 displacement 4%, HIV peptide binding -0.7%, PhoP inhibition -2%, GPR55 LPI antagonism 9%, Myeloid diff MLP inactive, NTR1 ag cell count 20 µM 47 and Myeloid diff MLP GFP+ MAC1+ % 0.5.
`CCN(CC)c1ccc(/C=N/NC(=O)c2nnn(-c3nonc3N)c2-c2ccc(C)cc2)cc1` gave LYP inhibition -18%, GPR35 antagonists -4%, NTR1 ag 2.6, MgcRacGAP inhibition 7%, Siah-1 displacement 2%, HIV peptide binding -0.3%, PhoP inhibition 3%, GPR55 LPI antagonism 7%, Myeloid diff MLP inactive, NTR1 ag cell count 20 µM 57 and Myeloid diff MLP GFP+ MAC1+ % 4.0.
Screening Cc1ccnc(NS(=O)(=O)c2ccc(NC(=O)c3cc(=O)c4ccccc4o3)cc2)n1 returned LYP inhibition -8%, GPR35 antagonists 10%, NTR1 ag -0.1, MgcRacGAP inhibition 1%, Siah-1 displacement -7%, HIV peptide binding -0.1%, PhoP inhibition 1%, GPR55 LPI antagonism -4%, Myeloid diff MLP inactive, NTR1 ag cell count 20 µM 62 and Myeloid diff MLP GFP+ MAC1+ % 2.3.
Screening NC(=O)c1c(NC(=O)Cn2nc(C(=O)O)c3ccccc3c2=O)sc2c1CCCC2 returned LYP inhibition -5%, GPR35 antagonists -4%, NTR1 ag 33, MgcRacGAP inhibition 9%, Siah-1 displacement 5%, HIV peptide binding -0.6%, PhoP inhibition 2%, GPR55 LPI antagonism 6%, Myeloid diff MLP inactive, NTR1 ag cell count 20 µM 66 and Myeloid diff MLP GFP+ MAC1+ % 0.5.
Screening COc1ccc(C(C(=O)NCC2CCCO2)N(C(=O)CNC(=O)c2ccco2)c2cc(C)ccc2C)cc1OC (centres undefined) returned LYP inhibition -2%, GPR35 antagonists 17%, NTR1 ag -0.7, MgcRacGAP inhibition 2%, Siah-1 displacement -4%, HIV peptide binding -1.0%, PhoP inhibition 4%, GPR55 LPI antagonism -6%, Myeloid diff MLP inactive, NTR1 ag cell count 20 µM 53 and Myeloid diff MLP GFP+ MAC1+ % 0.7.
`O=S(=O)(Nc1ncccn1)c1ccc(NC(=S)NCCc2ccc(Cl)cc2)cc1` gave LYP inhibition 5%, GPR35 antagonists 2%, NTR1 ag 2.0, MgcRacGAP inhibition 11%, Siah-1 displacement 13%, HIV peptide binding 11%, PhoP inhibition 1%, GPR55 LPI antagonism -2%, Myeloid diff MLP inactive, NTR1 ag cell count 20 µM 41 and Myeloid diff MLP GFP+ MAC1+ % 0.4.
CC(C)c1ccccc1OCC(=O)N1CCCCCCC1 was read as LYP inhibition -7%, GPR35 antagonists -7%, NTR1 ag 1.5, MgcRacGAP inhibition 2%, Siah-1 displacement 3%, HIV peptide binding 0.5%, PhoP inhibition 4%, GPR55 LPI antagonism 0%, Myeloid diff MLP inactive, NTR1 ag cell count 20 µM 57 and Myeloid diff MLP GFP+ MAC1+ % 0.8.
Screening Cc1ccc2[nH]c(CCN(C)C)c(CC#N)c2c1 returned LYP inhibition -6%, GPR35 antagonists 0%, NTR1 ag -0.3, MgcRacGAP inhibition 11%, Siah-1 displacement -5%, HIV peptide binding -1.1%, PhoP inhibition 6%, GPR55 LPI antagonism -5%, Myeloid diff MLP inactive, NTR1 ag cell count 20 µM 79 and Myeloid diff MLP GFP+ MAC1+ % 6.7.
`O=C(OCC(=O)N1CCCC1=O)C1CCN(S(=O)(=O)c2c(Cl)cccc2Cl)CC1` gave LYP inhibition -9%, GPR35 antagonists -29%, NTR1 ag -0.4, MgcRacGAP inhibition 6%, Siah-1 displacement -10%, HIV peptide binding -1.4%, PhoP inhibition 4%, GPR55 LPI antagonism -15%, Myeloid diff MLP inconclusive and NTR1 ag cell count 20 µM 63.
`CNC(=S)NN(c1ccccc1)c1ccccc1` gave LYP inhibition -7%, GPR35 antagonists 0%, NTR1 ag -1.3, MgcRacGAP inhibition 4%, Siah-1 displacement 7%, HIV peptide binding -2.8%, PhoP inhibition -1%, GPR55 LPI antagonism 5%, Myeloid diff MLP inactive, NTR1 ag cell count 20 µM 99 and Myeloid diff MLP GFP+ MAC1+ % 4.5.
CC(NC(=O)CS(=O)(=O)c1ccccc1)c1ccccc1 (centres undefined) was read as LYP inhibition -7%, GPR35 antagonists 2%, NTR1 ag -0.5, MgcRacGAP inhibition 12%, Siah-1 displacement 2%, HIV peptide binding -0.4%, PhoP inhibition 8%, GPR55 LPI antagonism 7%, Myeloid diff MLP inactive, NTR1 ag cell count 20 µM 69 and Myeloid diff MLP GFP+ MAC1+ % 0.2.
For CCCCCCOC(=O)C(C#N)c1nc2ccccc2nc1N1CCN(C)CC1 (centres undefined) the results were LYP inhibition 0%, GPR35 antagonists 13%, NTR1 ag 23, MgcRacGAP inhibition 8%, Siah-1 displacement -2%, HIV peptide binding 1.2%, PhoP inhibition -2%, GPR55 LPI antagonism -23%, Myeloid diff MLP inactive, NTR1 ag cell count 20 µM 69 and Myeloid diff MLP GFP+ MAC1+ % 1.2.
Screening Cc1occc1-c1nnc(SCC(=O)Nc2nc(C(C)(C)C)cs2)o1 returned LYP inhibition 3%, GPR35 antagonists 10%, NTR1 ag 4.2, MgcRacGAP inhibition 0%, Siah-1 displacement -6%, HIV peptide binding 0.1%, PhoP inhibition 5%, GPR55 LPI antagonism 0%, Myeloid diff MLP inactive, NTR1 ag cell count 20 µM 66 and Myeloid diff MLP GFP+ MAC1+ % 1.1.
`O=C(c1ccccc1F)N1CCN(c2cnn(-c3cccc(Cl)c3)c(=O)c2Cl)CC1` gave LYP inhibition -6%, GPR35 antagonists 4%, NTR1 ag 0.1, MgcRacGAP inhibition 4%, Siah-1 displacement -5%, HIV peptide binding -0.9%, PhoP inhibition -8%, GPR55 LPI antagonism 0%, Myeloid diff MLP inactive, NTR1 ag cell count 20 µM 48 and Myeloid diff MLP GFP+ MAC1+ % 0.1.
COc1cc(/C=N/N(CCO)C2=NS(=O)(=O)c3ccccc32)cc(OC)c1OC was read as LYP inhibition -7%, GPR35 antagonists 9%, NTR1 ag 1.7, MgcRacGAP inhibition 19%, Siah-1 displacement -9%, HIV peptide binding -1.4%, PhoP inhibition 3%, GPR55 LPI antagonism -4%, Myeloid diff MLP inactive, NTR1 ag cell count 20 µM 84 and Myeloid diff MLP GFP+ MAC1+ % 0.1.
Screening COC(=O)C1=CN(C(C)C)C=C(C(=O)OC)C1c1cc2c(cc1Br)OCO2 returned LYP inhibition 5%, GPR35 antagonists -5%, NTR1 ag -1.3, MgcRacGAP inhibition 3%, Siah-1 displacement 4%, HIV peptide binding -1.9%, PhoP inhibition 17%, GPR55 LPI antagonism 5µM*, Myeloid diff MLP inactive, NTR1 ag cell count 20 µM 61 and Myeloid diff MLP GFP+ MAC1+ % 0.2.
Screening C=CCN(C(=O)c1cccc(S(=O)(=O)N2CCN(C)CC2)c1)c1nc(-c2ccccc2)cs1 returned LYP inhibition -5%, GPR35 antagonists -3%, NTR1 ag 7.9, MgcRacGAP inhibition 3%, Siah-1 displacement -1%, HIV peptide binding -2.3%, PhoP inhibition 33%, GPR55 LPI antagonism 6%, Myeloid diff MLP inactive, NTR1 ag cell count 20 µM 49 and Myeloid diff MLP GFP+ MAC1+ % 1.3.
`Nc1nonc1-c1nc2ccccc2n1CC(=O)Nc1ccccc1` gave LYP inhibition -6%, GPR35 antagonists 6%, NTR1 ag 0.0, MgcRacGAP inhibition 12%, Siah-1 displacement 7%, HIV peptide binding 1.2%, PhoP inhibition 4%, GPR55 LPI antagonism 3%, Myeloid diff MLP inactive, NTR1 ag cell count 20 µM 50 and Myeloid diff MLP GFP+ MAC1+ % 1.0.
CN(C)CCOC(c1ccc(Cl)cc1)c1ccccn1 (centres undefined) was read as LYP inhibition -9%, GPR35 antagonists -16%, NTR1 ag 0.9, MgcRacGAP inhibition 2%&-1%, Siah-1 displacement 1%, HIV peptide binding -0.9%, PhoP inhibition 1%, GPR55 LPI antagonism -14%, Myeloid diff MLP inactive, NTR1 ag cell count 20 µM 62 and Myeloid diff MLP GFP+ MAC1+ % 4.0&3.0.

Source: PubChem BioAssay
